Menin-MLL TR inh – qHTS Assay for Inhibitors Targeting the Menin-MLL Interaction in MLL Related Leukemias: Competition With Texas Red Labeled MLL-derived Mutant Peptide. O00255. hit rate 0.23% among 270,000. AID 1768, 2009. Potency, µM (titrated, usually from 61.6 µM), without a hit: top-dose FP activity change, negative = inhibition, most hits filed as inhibitors. Menin + Texas Red MLL mutant peptide, fluorescence polarization; active means well fitted inhibition curve with a large enough effect in the polarisation, with a control signal flat, not every such curve was filed as active; inconclusive means small, poorly fitted or top-dose-only effect, or effect the other way, or a change in a side signal; inactive means no such curve, though single readings can be large or run the other way; the % refers to the polarisation; further: potency means the concentration at half of the fitted maximal effect; % of control where 0% means no effect; many of its hits are not listed in these tables
MBNL1 CUG block – qHTS Assay for Inhibitors of MBNL1-poly(CUG) RNA binding | Muscleblind-like protein 1 (Homo sapiens), Q9NR56 | hit rate 0.036% among 280,000 | TR-FRET MBNL1-His/biotin-(CUG)12 binding, 665/545 ratio | Potency, µM (titrated, usually from 57.5 µM), for inactives: top-dose activity change, negative = inhibition, most hits filed as inhibitors; active means well fitted inhibition curve with a large enough effect in the signal ratio, with a control signal flat, not every such curve was filed as active; inconclusive means small, poorly fitted or top-dose-only effect, or effect the other way, or a change in a side signal; inactive means no such curve, though single readings can be large or run the other way; the % refers to the signal ratio; further: potency means the concentration at half of the fitted maximal effect; on the % scale 0 is the no-effect control and ±100 the full control effect
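TR-FRET readout: Ex 340 nm, 665/545 nm emission ratio, normalized to buffer-only (basal) and MBNL1-(CUG)12 controls. Complex of MBNL1-His with Biotin-(CUG)12, compounds 92 nM–58 uM, incubated 60 min at room temperature.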
TSHR antag – Antagonists of the Thyroid Stimulating Hormone Receptor: HTS campaign; Thyrotropin receptor (Homo sapiens), P16473; TSHR-expressing cells, TSH-stimulated cAMP HTRF, 2 h; hits give low values; activity change, negative = inhibition, % at 11.5 µM; hit rate 0.2% among 330,000;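 active means activity change below a set negative limit, meaning inhibition stronger than a set level, cut at about -70% in these data; inconclusive means activity change between two set negative limits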; further: on the % scale 0 is the no-effect control and ±100 the full control effect
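Freshly harvested TSHR cells receive pin-tooled compound, then EC80 TSH at 4nM final. After 2 hours at 37 deg C, antibody in lysis buffer and cAMP-d2 are added; 30 minutes at ambient temperature precede the HTRF read.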
USP2a block – qHTS Assay for Inhibitors of Ubiquitin-specific Protease USP2a Using CHOP2 as the Reporter | Ubiquitin carboxyl-terminal hydrolase 2 (Homo sapiens), O75604 | USP2 core, Ub-CHOP2 coupled fluorogenic reporter, 485/531 | Potency, µM (series often up to 38.3 µM), inactives show at the highest dose activity change, negative = inhibition, hits mostly inhibitors | hit rate 0.01% among 330,000 | AID 463254, 2010;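 further: potency means the concentration at half of the fitted maximal effect; plate controls were DMSO wells for no effect and full inhibition by NEM control for full effect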
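USP2 core (10nM final) preincubated 30min RT with compound in 20mM Tris-HCl pH 8.0, 2mM CaCl2, 2mM beta-mercaptoethanol, 0.05% CHAPS; 25nM Ub-CHOP2 plus 25nM reporter substrate added, fluorescence (Ex485/Em531) read after 60min.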
Eya2 phos inh – qHTS Assay for Inhibitors of the Phosphatase Activity of Eya2 | Protein phosphatase EYA2 (Homo sapiens), O00167 | recombinant Eya2, OMFP fluorescence dephosphorylation (OMFP is methylfluorescein phosphate) | Potency, µM (top dose mostly 76.9 µM), without a hit: at the highest dose activity, negative = inhibition, usual class: inhibitors | hit rate 0.006% among 330,000 | AID 488837, 2010; further: potency means the concentration at half of the fitted maximal effect; on the % scale 0 is the no-effect control and ±100 the full control effect
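Eya2 protein (added as 0.2 uM solution) was preincubated with compound for 10 min at ambient temperature in 50 mM HEPES pH 7.5, 50 mM NaCl, 5 uM MgCl2, 0.05% BSA, 1 mM DTT. OMFP (added at 50 uM) then reacted 10 min; fluorescence read at 485/525 nm.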
hERG WT inh – qHTS for Inhibitors of KCHN2 3.1: Wildtype qHTS; Voltage-gated inwardly rectifying potassium channel KCNH2 (Homo sapiens), Q12809; U2OS, BacMam KCNH2, thallium flux FluxOr; hits give low values; activity change, % at 1.84 µM; hit rate 0.37% among 340,000; AID 720551, 2013;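 active means maximum activity change below -70%; inconclusive means maximum activity change between -70% and -50%; inactive means maximum activity change above -50%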; further: on the % scale 0 is the no-effect control and ±100 the full control effect
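U2OS cells were transduced with wild-type KCNH2 virus (2.03 x 10^8 / mL) for 4 h at room temperature, then cultured overnight at 37 C. Thallium flux was read with FluxOr dye. Rate constants were normalized to DMSO controls.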
GALK inhibitor – qHTS Assay for Inhibitors of Human Galactokinase (GALK) | Potency, µM (titrated, usually from 57.5 µM), for the others: at the highest dose activity change, negative = inhibition, actives largely listed as inhibitors | AID 1868, 2009 | Purified GALK, Kinase-Glo residual ATP luminescence | hit rate 0.007% among 270,000; further: potency means the concentration at half of the fitted maximal effect; on the % scale 0 is the no-effect control and ±100 the full control effect
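GALK at 5 nM final was combined with compound, 35 uM ATP and 100 uM galactose in HEPES pH8.0 with MgCl2 and DTT. The reaction ran one hour at room temperature before luminescent ATP detection.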
Mito fusion yeast – qHTS Assay for Small Molecule Inhibitors of Mitochondrial Division or Activators of Mitochondrial Fusion; S. cerevisiae fusion-defective mutant growth rescue, CellTiterGlo 48 h; Potency, µM (highest dose often 46.1 µM), for inactives: at the top dose growth rescue (activation), hits mostly activators; hit rate 0.23% among 320,000; AID 485298, 2010;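 further: potency means the concentration at half of the fitted maximal effect; % of control where 0% means no effect; nearly all actives have a fitted effect of over 45% in size; temperature-sensitive fusion mutants such as fzo1-1 at 37 °C on non-fermentable ethanol glycerol medium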
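Yeast fusion mutant, YPEG (non-fermentable carbon), compound, 48 h at 37C non-permissive; CellTiterGlo added, 10 min RT, luminescence read. Rescued growth = division inhibition.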
PKM2 activator – qHTS Assay for Activators of Human Muscle isoform 2 Pyruvate Kinase; Pyruvate kinase PKM (Homo sapiens), P14618; purified PKM2, Kinase-Glo ATP luminescence, activation; response scale: 0% is enzyme alone, no compound; Potency, µM (doses to about 57.5 µM), without a hit: top-dose activation, hits mostly activators; hit rate 0.34% among 260,000; AID 1631, 2009; further: potency means the concentration at half of the fitted maximal effect; on the % scale 0 is the no-effect control and ±100 the full control effect; nearly all actives have a fitted effect of over 55% in size
Target sequence (P14618 whole entry, looked up, canonical isoform): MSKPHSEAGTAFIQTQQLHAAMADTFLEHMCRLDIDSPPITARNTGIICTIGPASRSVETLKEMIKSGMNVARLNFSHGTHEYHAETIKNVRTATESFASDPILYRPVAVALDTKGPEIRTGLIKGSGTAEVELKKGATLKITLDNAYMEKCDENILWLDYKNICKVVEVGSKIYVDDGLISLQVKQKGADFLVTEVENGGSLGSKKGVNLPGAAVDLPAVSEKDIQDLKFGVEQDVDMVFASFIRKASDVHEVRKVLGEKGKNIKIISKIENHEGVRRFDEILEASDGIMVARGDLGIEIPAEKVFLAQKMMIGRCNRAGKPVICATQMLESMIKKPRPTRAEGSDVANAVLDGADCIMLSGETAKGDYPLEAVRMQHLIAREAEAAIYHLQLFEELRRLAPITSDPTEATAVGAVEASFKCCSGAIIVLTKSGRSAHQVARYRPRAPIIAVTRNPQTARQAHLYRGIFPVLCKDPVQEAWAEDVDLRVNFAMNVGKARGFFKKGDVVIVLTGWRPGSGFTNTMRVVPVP
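Kinase-Glo luminescence reports ATP generated from ADP (0.1 mM) and PEP (0.5 mM) by purified hPK-M2 after 1 h at room temperature, pH 7.2 imidazole buffer; intermediate enzyme activity allows detecting inhibitors and activators.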
ASM inhibitor – Inhibitors of Secretory Acid Sphingomyelinase (S-ASM): qHTS | Sphingomyelin phosphodiesterase (Homo sapiens), P17405 | placental ASM, HMU-PC fluorogenic substrate, 60 min | Potency, µM (top dose mostly 57.5 µM), without a hit: at the highest dose activity change, negative = inhibition, usual class: inhibitors | hit rate 0.006% among 340,000 | AID 504937, 2011; further: potency means the concentration at half of the fitted maximal effect
Target sequence (P17405 47-631 limits assumed): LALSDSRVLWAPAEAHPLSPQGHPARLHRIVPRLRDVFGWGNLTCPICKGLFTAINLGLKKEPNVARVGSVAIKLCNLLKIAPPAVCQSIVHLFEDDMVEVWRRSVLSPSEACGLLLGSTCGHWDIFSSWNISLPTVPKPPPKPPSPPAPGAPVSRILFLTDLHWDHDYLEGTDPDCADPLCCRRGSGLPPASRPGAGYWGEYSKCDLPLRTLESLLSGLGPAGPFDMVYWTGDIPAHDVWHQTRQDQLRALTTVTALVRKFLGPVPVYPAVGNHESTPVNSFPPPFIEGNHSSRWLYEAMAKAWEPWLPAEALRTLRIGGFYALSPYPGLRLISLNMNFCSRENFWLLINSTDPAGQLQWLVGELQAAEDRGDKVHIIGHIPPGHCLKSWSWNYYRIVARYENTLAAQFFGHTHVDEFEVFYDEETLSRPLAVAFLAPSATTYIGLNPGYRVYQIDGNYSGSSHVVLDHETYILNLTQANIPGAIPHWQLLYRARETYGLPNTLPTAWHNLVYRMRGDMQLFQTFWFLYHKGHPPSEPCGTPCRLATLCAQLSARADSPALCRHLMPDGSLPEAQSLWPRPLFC
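Fluorogenic HMU-PC substrate (9 uM final) is turned over by placental ASM in 60 min at 37 C after a 10 min compound preincubation. Reaction ended by alkaline stop (pH 10), with fluorescence read at 386/447 nm.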
Chronic BCR inh – qHTS Assay to Find Inhibitors of Chronic Active B-Cell Receptor Signaling; ABC-DLBCL IkBa-CBG/CBR reporter, luminescence ratio, 4 h; Potency, µM (highest dose often 46.1 µM), for the others: top-dose ratio change, negative = lower green/red ratio, most hits filed as inhibitors; hit rate 0.05% among 340,000; active means well fitted inhibition curve with a large enough effect in the signal ratio, with a control signal flat, not every such curve was filed as active; inconclusive means small, poorly fitted or top-dose-only effect, or effect the other way, or a change in a side signal; the % refers to the signal ratio;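 further: potency means the concentration at half of the fitted maximal effect; plate controls were basal doxycycline-induced cells for no effect and cells given 10 µM MG132 for full effect; MG132 reads +100%, hits lower the ratio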
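Cell line TMD8 (human ABC DLBCL), stably expressing tet-inducible CBG68-IkBa fusion and CBR; IMDM/0.5% FBS; cpd up to 46 uM; dox induction, 4 h, 37C/5% CO2; dual luminescence; green/red ratio; MG132 control.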
Numbers without * were called inactive; ? = inconclusive; nt = not tested or not shown; [ ] = dose if it differs, or a comment. Unless noted, the call rests on the fitted dose curve; in most records, active means well fitted curve in the direction sought with a large enough effect; inconclusive means small, poorly fitted or top-dose-only effect, or another doubt; inactive means no such curve, though single readings can be large; an effect the other way counts as inactive or inconclusive. Some of the compounds tested; count on the stated rates, not on these rows.

SMILES | Menin-MLL TR inh | MBNL1 CUG block | TSHR antag | USP2a block | Eya2 phos inh | hERG WT inh | GALK inhibitor | Mito fusion yeast | PKM2 activator | ASM inhibitor | Chronic BCR inh
CCC1=NN(C(=O)c2ccccc2O)C(O)(c2ccccc2)C1 (stereo unspecified) | ? | -4% | -15 | -1% | -6% | -7 | 3% | -7% | -8%[11.5 µM] | -8% | ?
COC(=O)[C@H](Cc1ccccc1)NS(=O)(=O)N[C@@H](Cc1ccccc1)C(=O)OC | nt | nt | 1 | 0% | -14% | 7 | nt | -11% | nt | 8% | -1%
CCOc1ccccc1Oc1coc2cc(OCC(=O)O)ccc2c1=O | 2% | -9% | 6 | 0% | 7% | 5 | -1% | -14% | -3% | 3% | 4%
CCOc1ccc(NC(=O)CN(C)C(=O)c2ccccc2OCc2cccc(C)c2)cc1OCC | nt | nt | -17 | 3% | -10% | -2 | nt | 6% | nt | 6% | ?
CCOC(=O)C1=C(CC)OC(N)=C(C#N)C1c1cc(OC)ccc1OC (stereo unspecified) | -19% | -8% | -13 | 3% | 3% | 8 | 0% | -8% | -1% | 3% | 5%
COc1cccc(/C=N/NC(=O)c2ccc(OCc3cccc(Br)c3)cc2)c1 | ? | -2% | 18 | -1% | 15% | -10 | 0% | 4% | -5% | -11% | 4%
CCC(=O)Nc1ccc(N2CCC(C)CC2)cc1 | 17% | -9% | 5 | 4% | 5% | -14 | 1% | 1% | 1% | 3% | -9%
CC(=O)/C(=N\Nc1ccc(Cl)cc1)Sc1nnc(-c2ccccc2)n1-c1ccccc1 | -12% | ? | -15 | 4% | -12% | -2 | 1% | 28% | 2% | nt | ?
NS(=O)(=O)c1ccc(N/N=C/c2ccccn2)c([N+](=O)[O-])c1 | -6% | nt | 1 | 3% | -7% | nt | 10% | -3% | -1% | -7% | 0%
O=C(CSc1nnnn1Cc1ccccc1)Nc1ccc2c(c1)OCCO2 | 9% | 10% | 43 | -1% | 15% | -2 | 1% | -3% | -4% | 4% | -4%
O=C(CCCC(=O)N(CC(=O)NC1CCCCC1)Cc1ccco1)Nc1ccccn1 | -7% | -11% | -2 | 3% | 9% | -10 | -1% | 2% | 2% | -1% | 0%
Cc1ccc2nc(/N=C(\N)NC(=O)NC3CCCCC3)nc(C)c2c1 | nt | -19% | 0 | 3% | -3% | -5 | -2% | 2% | -4% | -3% | 7%
O=C(NC1CCCCC1)C(c1ccc(Cl)cc1)N1CCC2(CC1)OCCO2 (stereo unspecified) | -3% | -4% | 1 | -1% | 17% | 4 | 3% | -3% | 2% | 5% | 2%
CC1CC(OC(=O)CN2CCCCC2)CC(C)(C)C1 (stereo unspecified) | nt | -10% | 5 | 0% | -10% | nt | 0% | -3% | -2% | nt | 0%
C/C(N)=C(/C#N)C(=O)COC(=O)c1ccc(NC(N)=O)cc1 | nt | 10% | 0 | 0% | -2% | -5 | -2% | -1% | -1% | 0% | -1%
Cc1cccc(NC(=O)c2ccc(OCC3CCCO3)cc2)c1C (stereo unspecified) | -3% | nt | -6 | 4% | 3% | 1 | 2% | 0% | 0% | 2% | 2%
CN(Cc1ccccc1NS(=O)(=O)c1ccc(Cl)cc1)C1CCCCC1 | -3% | -3% | -2 | 1% | 2% | 6 | -2% | 0% | -2% | -2% | ?
COc1cccc2sc(Nc3nc(-c4ccccn4)cs3)nc12 | ? | 45%[activator] | 1 | -3% | -17% | nt | 0% | -2% | -2% | nt | ?
O=S(=O)(Nc1ccc(OC(F)F)cc1)c1ccc(-c2ccon2)s1 | ? | 3% | 4 | 0% | -7% | -15 | 7% | ? | nt | -4% | -2%
COC(=O)c1ccc(Cn2nnc3c(=O)[nH]c(C4CCCN(S(=O)(=O)c5ccccc5)C4)nc32)cc1 (stereo unspecified) | nt | 0% | -6 | 0% | 2% | -9 | -3% | 1% | nt | -17% | -4%
COc1ccc(S(=O)(=O)NC2CC(=O)N(c3ccc(C)c(C)c3)C2)cc1 (stereo unspecified) | nt | nt | 1 | 1% | 10% | 0 | nt | -5% | nt | 1% | -6%
Cc1ccc(N2CC(C(=O)Nc3nnc(SCCC4OCCO4)s3)CC2=O)cc1 (stereo unspecified) | -9% | 12% | -7 | -2% | -4% | 10 | -3% | -7% | 0% | -4% | -3%
Cn1nnnc1N=N/C(=N/Nc1ccccc1)c1ccccc1 | nt | nt | -6 | -8% | -8% | -10 | 1% | 6% | -15% | -9% | ?
CN(CC(=O)Nc1ccc(S(=O)(=O)N2CCCC2)cc1)Cc1c(F)cccc1Cl | 4% | 0% | -15 | 0% | 0% | -5 | 0% | 20% | 3% | 5% | 4%
COc1ccc(NC(=O)CN(c2cccc(F)c2)S(C)(=O)=O)cc1OC | 1% | -1% | 9 | 0% | -1% | -2 | 0% | -3% | 6% | 2% | -12%

Next section.
SMILES | Menin-MLL TR inh | MBNL1 CUG block | TSHR antag | USP2a block | Eya2 phos inh | hERG WT inh | GALK inhibitor | Mito fusion yeast | PKM2 activator | ASM inhibitor | Chronic BCR inh
Cc1cccc(N2CCC(NCc3c(C(=O)N4CCCCC4)nc4c(C)cccn34)CC2)c1 | -21% | -2% | 4 | 0% | -17% | -1 | -2% | -2% | 2% | -1% | -2%
O=C(O)c1cc(S(=O)(=O)Nc2ccccc2Cc2ccccc2)ccc1Cl | 21% | 3% | 6 | 2% | -5% | 3 | -2% | -3% | 0% | 1% | ?
COc1ccc(C(=O)Nc2ccc3ccccc3n2)cc1OC | 2% | -4% | 0 | 1% | 2% | -5 | 1% | 3% | -3% | -3% | 0%
Cc1ccccc1N1CCN(C(=O)NCc2cccc(Cl)c2)CC1 | -7% | ? | -9 | -1% | 2% | 18 | 4% | 4% | 3% | -9% | 9%
Cc1ccc2c(c1)[C@H]1[C@H](CO2)[C@H](c2ccccc2)[C@]2(C)C(=O)N(Cc3ccc(Cl)cc3)CC(=O)N12 | nt | nt | -20 | 2% | -1% | 21 | nt | 10% | nt | -3% | ?
CCC(Oc1cc(Cl)ccc1Cl)C(=O)N1CCCN(C)CC1 (stereo unspecified) | nt | -1% | 3 | 2% | 5% | 9 | -2% | -1% | nt | 2% | -1%
COc1ccccc1-c1cc(C(=O)N2CCCc3ccccc32)no1 | -1% | 1% | -16 | 3% | -8% | 15 | -3% | -4% | 3% | -3% | ?
CC(C)c1ccc(N2CC(C)(C)C2=O)cc1 | 1% | nt | -1 | 9% | -14% | -1 | -4% | 2% | 3% | -2% | ?
O=C(Nc1ccncc1)C1CCN(S(=O)(=O)c2ccccc2)CC1 | nt | nt | 45 | -1% | -15% | -7 | nt | 0% | nt | 0% | 0%
O=C(NCc1ccc(F)cc1)C1CCCN1S(=O)(=O)c1ccccc1C(F)(F)F (stereo unspecified) | nt | nt | -4 | -1% | -10% | 18 | nt | 2% | nt | -3% | 5%
COc1ccc(OCc2nnc(SCC(=O)N3c4ccccc4Sc4ccc(Cl)cc43)o2)cc1 | -9% | 8% | -8 | 2% | -15% | -3 | -1% | -1% | 0% | -1% | 13%

High-throughput results from PubChem BioAssay.
